Source: PubChem
STK33 kinase inh – blocks human STK33 kinase activity | hit rate 0.073% among 320,000 | Q9BYT3 | AID 2661 | inhibition, % at 10 µM | purified STK33, MBP phosphorylation, ADP-Glo luminescence;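 active = inhibition at or above 25%, using the most active replicate where run in duplicate; inactive = inhibition below 25%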
Target sequence (Q9BYT3 whole entry, looked up): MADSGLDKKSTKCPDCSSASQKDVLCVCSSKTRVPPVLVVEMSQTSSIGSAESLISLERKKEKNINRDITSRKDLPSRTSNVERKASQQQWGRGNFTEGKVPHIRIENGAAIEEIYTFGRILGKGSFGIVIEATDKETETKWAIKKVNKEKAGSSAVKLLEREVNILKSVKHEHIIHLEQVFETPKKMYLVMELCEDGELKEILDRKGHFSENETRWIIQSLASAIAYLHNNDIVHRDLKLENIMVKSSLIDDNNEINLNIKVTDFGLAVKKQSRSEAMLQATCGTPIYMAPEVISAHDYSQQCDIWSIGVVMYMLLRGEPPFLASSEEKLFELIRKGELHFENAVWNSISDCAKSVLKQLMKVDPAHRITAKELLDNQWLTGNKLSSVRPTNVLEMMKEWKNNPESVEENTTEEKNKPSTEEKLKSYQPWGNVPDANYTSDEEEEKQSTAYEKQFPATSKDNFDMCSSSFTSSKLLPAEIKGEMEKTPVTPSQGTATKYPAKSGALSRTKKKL
OX1R antag-1 – antagonists of human orexin 1 receptor (OX1R); inhibition, % at 6.6 µM; hit rate 1.8% among 330,000; AID 485270; OX1R-expressing cells, FRET antagonist read-out; O43613; in the data active = inhibition mostly above about 38%, no sharp cut-off; inactive = mostly below about 40%;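 also: 0% = agonist challenge alone and 100% = reference antagonist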
Target sequence (O43613 whole entry, looked up): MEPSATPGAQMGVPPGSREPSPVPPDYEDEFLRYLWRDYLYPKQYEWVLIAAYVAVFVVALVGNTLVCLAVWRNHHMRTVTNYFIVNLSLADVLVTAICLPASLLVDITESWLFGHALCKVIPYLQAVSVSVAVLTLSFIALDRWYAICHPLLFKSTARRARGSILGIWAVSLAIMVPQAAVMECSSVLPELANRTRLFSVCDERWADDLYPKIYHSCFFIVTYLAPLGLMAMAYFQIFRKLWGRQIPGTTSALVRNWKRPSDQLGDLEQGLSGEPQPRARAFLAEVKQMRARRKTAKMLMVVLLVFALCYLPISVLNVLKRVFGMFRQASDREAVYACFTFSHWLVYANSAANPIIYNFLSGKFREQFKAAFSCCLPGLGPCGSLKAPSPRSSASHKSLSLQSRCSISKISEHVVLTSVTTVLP
OX1R antag-2 – blocks the human orexin 1 receptor; AID 434989; O43613; CHO/OX1R cells, Fluo-8 calcium fluorescence, orexin A; hit rate 0.43% among 330,000; inhibition, % at 5 µM;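 active = inhibition above its plate's threshold, mean inhibition of all tested compounds on the plate plus 3 SD, cut at about 37% in these data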;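 also: 0% = orexin A challenge wells and 100% = SB-334867-A antagonist wells; not every result past the cut was called active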
Starred values were filed as active, the others as inactive; nt = not tested or not shown. Random draw from the library (roughly 2.2% active in at least one column).

SMILES	STK33 kinase inh	OX1R antag-1	OX1R antag-2
COc1ccc(-n2c(SCC#N)nnc2-c2ccc(NS(=O)(=O)c3ccc(C)cc3)cc2)cc1	1.2	9	14
O=C(CC(c1ccccc1)c1ccccc1)Nc1ccncc1	0.7	28	-17
O=S(=O)(c1ccc(Cl)cc1)N1CCNCC1	-1.6	3	-10
CN1CCN(C(=O)C23CC4CC(C)(CC(C)(C4)C2)C3)CC1	2.5	16	-21
COc1cc(/C=N\NC(=O)c2ccc(C)nc2)ccc1OC(=O)c1ccc2c(c1)OCO2	-0.8	12	-7
CCC(C)c1ccccc1N1CC(C(=O)Nc2cc(S(=O)(=O)N3CCOCC3)ccc2OC)CC1=O (stereo not given)	0.5	19	-5
O=C(/C=C/c1cccc(Cl)c1)c1ccc([N+](=O)[O-])o1	-3.6	23	6
CC(C)OCCCNC(=O)Cc1ccc(F)cc1	-3.1	20	-7
CC(=O)Nc1c(O)nc(C)[nH]c1=O	-0.1	9	-8
C/C(=N\NC(=O)c1cc(-c2cccc([N+](=O)[O-])c2)n[nH]1)c1ccccc1O	0.7	43	-14
C=CCn1c(=O)/c(=C/c2cc(OC)c(OC)c(OC)c2)s/c1=C(/C#N)c1nc2ccccc2n1C	0.7	37	-39
COCCSc1nnc(NC(=O)c2ccco2)s1	-1.1	3	1

An excerpt from above in order of their number in STK33 kinase inh, highest first:
SMILES | STK33 kinase inh
CN1CCN(C(=O)C23CC4CC(C)(CC(C)(C4)C2)C3)CC1 | 2.5
COc1ccc(-n2c(SCC#N)nnc2-c2ccc(NS(=O)(=O)c3ccc(C)cc3)cc2)cc1 | 1.2
CCC(C)c1ccccc1N1CC(C(=O)Nc2cc(S(=O)(=O)N3CCOCC3)ccc2OC)CC1=O (stereo not given) | 0.5

(more compounds)
SMILES	STK33 kinase inh	OX1R antag-1	OX1R antag-2
COCCCNC(=S)N1CCN(c2ccccc2)CC1	-0.2	12	-23
O=C1c2ccccc2S(=O)(=O)N1CC1CC(c2ccccc2)=NO1 (stereo not given)	0.9	10	-13
COc1ccc2oc(=O)c(C(=O)N3CCN(c4ccccc4)CC3)cc2c1	0.1	10	-34
COCCNC(=O)C(c1ccc(F)cc1)N(Cc1ccccc1)C(=O)CCC(=O)Nc1nccs1 (stereo not given)	-1.9	78*	16
Cc1ccc(NC(=O)CN2C(=O)CSC2=O)cc1	-1.6	1	-11
NC(=O)c1sc2nc(-c3cccnc3)ccc2c1N	4.8	18	2
CC(C)CCNC(=O)CN(C(=O)Cn1nnc(-c2ccccc2F)n1)c1cccc2c1CCCC2	-1.2	4	-21
Cc1ccc(/C=C2\S/C(=N/S(=O)(=O)c3cccs3)NC2=O)cc1	-1.3	37	-5
COc1ccc(-c2nnc3n(CCc4ccccc4)c(=O)c4ccccc4n23)cc1OC	0.8	15	-30
Cc1cccc(NC(=O)c2ccco2)c1C(=O)O	1.7	1	-10
CC(C)(C)C(=O)NC(=S)NNC(=O)c1ccc(-c2ccccc2)cc1	-1.1	-5	103*
COc1ccccc1C(=O)COC(=O)C(CCSC)NC(=O)COc1ccccc1 (stereo not given)	nt	15	-25
COC(=O)c1sccc1NC(=O)c1ccc(C(C)C)cc1	1.2	19	-39
Cc1oc(-c2cccs2)nc1CN1CCN(CCC(C)C)C(CCO)C1 (stereo not given)	-0.4	12	-23
COc1cc(CN2CCc3c([nH]c4ccccc34)C2)cc(OC)c1	-1.1	5	-15
N#CCCn1c(SCC(=O)N2CCN(S(=O)(=O)c3ccccc3)CC2)nc2ccccc21	1.9	9	-7
CCCCn1c(=O)[nH]c(=O)c2c1nc(-c1ccc(OCCC)c(OCC)c1)n2C	-1.2	6	-6
Cc1cc2ccccc2n1CCNC(=O)Cc1cccc2ccccc12	-0.7	12	-14
CC1(C)Cc2nc3sc(C(=O)NCCCO)c(N)c3cc2CO1	-1.5	12	16
O=C(NC(=S)N(Cc1ccccc1)c1ccccn1)C1CCCCC1	-1.9	17	0
Cc1cccc[n+]1C1C(c2ccc([N+](=O)[O-])cc2)C(C#N)=C(C(=C=[N-])C#N)NC1(O)C1CC1 (stereo not given)	-1.4	20	0
CC1CCCN(CCCNC(=O)c2ccc(NC(=O)C3=CSCCO3)cc2)C1 (stereo not given)	7.8	1	-13
COCC1CCCCN1Cc1cn[nH]c1-c1ccc2cc(OC)ccc2c1 (stereo not given)	-0.7	13	-22
CCOC(=O)[C@H]1[C@H]2COc3ccc(Br)cc3[C@@H]2N2C(=O)CN(Cc3ccc(F)cc3)C(=O)[C@@]12C	-0.7	0	-50
COc1ccc(S(=O)(=O)Cc2ccc(C(=O)NCC(OC)OC)o2)cc1	0.3	7	-7
COc1cccc(CC(=O)OCC(=O)c2cc(OC)c(OC)c(OC)c2)c1	-0.9	10	-22
CC(C)NC(=O)c1ccc(NC(=O)CC2SC(N3CCCC3)=NC2=O)cc1 (stereo not given)	-0.5	2	-10
O=C(N/N=C/c1cccnc1)c1cccc(NC(=O)c2cccc(Br)c2)c1	0.8	14	-11
Cc1cccc2cc(C(c3nnnn3C(C)(C)C)N(Cc3ccco3)CC3CCCO3)c(=O)[nH]c12 (stereo not given)	-1.5	21	-28
CCOc1cnc(C(=O)NNC(=O)c2ccccc2Br)o1	0.5	14	-19
Cc1cc(=O)oc2cc(NC(=S)NCc3cccnc3)ccc12	nt	15	-17
COc1ccccc1NS(=O)(=O)c1cc(C(=O)NCC(c2ccco2)N2CCCCC2)ccc1C (stereo not given)	-2.2	11	-29
O=C(CSc1nccc(=O)[nH]1)Nc1ccccc1Sc1ccccc1	1.4	10	-20
Cc1ccccc1NC(=O)c1ccc(OCC(=O)Nc2ccccc2F)cc1	0.3	24	1
O=C(Nc1cc(Br)c(O)c(Br)c1)c1cccc(NC(=O)c2ccco2)c1	5.3	19	-4
Cc1ccc(S(=O)(=O)N2CCN(C(=O)CCC(=O)NCCc3ccc(S(N)(=O)=O)cc3)CC2)c(C)c1	2.1	-2	-22
CC12CC3(C)CC(C)(C1)CC(C(=O)NC(=S)N1CCCC1)(C2)C3	1.4	5	-4
CN(C)C(=O)CCSc1nnc(-c2ccncc2)o1	-1.8	25	-1
CCCn1c(C)cc(C(=O)COC(=O)c2ccc(Cl)c(S(=O)(=O)N3CCCC3)c2)c1C	-0.4	1	-19
C=CCSc1nc2sc3c(c2c(=O)[nH]1)CCC3	-1.0	16	-16
Clc1ccc(-c2cn3cccnc3n2)cc1	0.1	6	-17
CCOC(=O)C#CC(CCc1ccccc1)OS(N)(=O)=O (stereo not given)	-0.1	17	-14
Cc1nn(Cc2ccccc2)c(C)c1NC(=O)CCC(=O)O	-0.8	8	-19
C=CCn1cccc(/C=C/C(=O)c2ccc(C(C)(C)C)cc2)c1=S	-0.3	30	-11
CCn1c(CC(=O)Nc2ccc(C)c(Cl)c2)nnc1SCc1ccc(Cl)c(Cl)c1	-0.2	-5	-24
Cc1cc(C2(c3ccc(O)c(C)c3)C(=O)N(C)c3ccc(Br)cc32)ccc1O	-4.0	0	4
O=C(CCC1CCCC1)N1CCC(N2CCN(c3ccccc3)CC2)CC1	0.4	-1	-26
O=C(Cc1ncc(C(F)(F)F)cc1Cl)N1CCN(c2cccc(Cl)c2)CC1	1.0	17	-22
COc1cccc(C(=O)NC2CC3CCCC(C2)N3CC(=O)Nc2ccccc2C(F)(F)F)c1 (stereo not given)	-0.7	90*	8
CCn1cc(Cl)c(C(=O)Nc2cc(C(=O)OC)cc(C(=O)OC)c2)n1	0.5	8	-30
O=C(O)COc1ccccc1/C=N/NC(=O)CSc1nc2ccccc2c(=O)n1-c1ccccc1	-0.8	10	-16
O=C(CSc1nnc(-c2ccc(NS(=O)(=O)c3ccccc3)cc2)o1)NCC1CCCO1 (stereo not given)	0.6	29	7
O=C(COC(=O)c1cc(S(=O)(=O)N2CCOCC2)cs1)c1ccccc1	-0.8	7	-16
COc1ccc(-n2c(SCC(=O)Nc3ccc(Cl)cc3)nc(O)c(Cc3ccccc3)c2=O)cc1	0.7	32	-10
COc1ccc(-c2csc(NC(=O)CN3C(=O)C4CC=CCC4C3=O)n2)cc1OC (stereo not given)	-1.2	19	-4
Cc1ccccc1OCC1CN(CN2CCOCC2)C(=O)O1 (stereo not given)	-1.4	6	-2
C#CCOCCOCCOCCNc1nc(N2CCN(C(=O)[C@H](CCCCN)n3cc(CCC(=O)O)nn3)CC2)nc(N2CCN(C(=O)[C@H](CCCCN)n3cc(CC(C)O)nn3)CC2)n1 (stereo not given in full)	-0.4	16	9
CN(C)C(=O)CN1C(=O)NC2(CCc3ccccc32)C1=O (stereo not given)	-1.2	31	-12
CCN(CC)CCNC(=O)c1ccc(NC(=O)c2cc(-c3ccco3)nc3ccccc23)cc1	-1.2	22	-5
O=C(Nc1nc2ccccc2s1)c1cc(-c2ccccc2)nn1-c1ccccc1	-1.0	30	15
Next section
SMILES	STK33 kinase inh	OX1R antag-1	OX1R antag-2
Cc1ccsc1/C=N/NC(=O)c1cc(-c2ccncc2)nc2ccccc12	0.0	11	-30
CC(C)N1C2OC(C3OC4C(O3)N(C(C)C)S(=O)(=O)N4C(C)C)OC2N(C(C)C)S1(=O)=O (stereo not given)	-1.5	13	-25
CCCOC(=O)CSC1=C(C#N)C(c2ccccc2Cl)CC(=O)N1 (stereo not given)	nt	12	-14
Cc1nn(-c2ccccc2)c(C)c1NC(=O)COC(=O)c1cc([N+](=O)[O-])ccc1NCCO	-1.0	43	-9
CCCCc1nc(S(=O)(=O)c2ccc(Cl)cc2)c(N2CCOCC2)o1	1.3	-2	-11
COCc1c(C(=O)OCc2c(C)noc2C)oc2ccccc12	-3.4	31	-17
Cc1cc(C)c(CSc2ncc(-c3ccc([N+](=O)[O-])cc3)[nH]2)c(C)c1	-0.3	91*	40*
CCCCCOc1ccc(CSc2n[nH]c(C)n2)cc1	-1.4	18	-36
O=C(NC(=S)N(Cc1ccccc1)c1ccccn1)C1CC1	-2.3	12	1
COc1ccc2cc(CN(CCCN3CCOCC3)Cc3nnnn3C3CCCCC3)c(=O)[nH]c2c1	-1.6	18	-28
CCOC(=O)Nc1cc(Br)c2c(c1)OCCO2	0.2	6	15
CC(=O)Nc1ccc(NC(=O)COC(=O)c2ccccc2C(=O)c2ccccc2)cc1	4.5	17	11

Profiles, looked up by structure. Order of values: STK33 kinase inh, OX1R antag-1, OX1R antag-2
Cc1ccsc1/C=N/NC(=O)c1cc(-c2ccncc2)nc2ccccc12 in the list: 0.0, 11, -30
CC(=O)Nc1ccc(NC(=O)COC(=O)c2ccccc2C(=O)c2ccccc2)cc1 in the list: 4.5, 17, 11
COCc1c(C(=O)OCc2c(C)noc2C)oc2ccccc12 in the list: -3.4, 31, -17

Next compounds:
SMILES	STK33 kinase inh	OX1R antag-1	OX1R antag-2
Cc1cccc(NC(=O)C2CCCN2C(=O)OCc2ccccc2)c1 (stereo not given)	-0.5	4	-36
COc1ccc(-c2cc(C(=O)O)nc3ccc4ccccc4c23)cc1OC	-1.0	17	-11
O=S(=O)(NCC(c1cccnc1)N1CCN(c2ccccc2F)CC1)c1cccs1 (stereo not given)	-1.0	-5	-20
Cc1ccccc1Nc1nc(=O)c2cc([N+](=O)[O-])ccc2s1	0.2	47	-10
COc1ccc(OC)c(Nc2nc3ccc(C)cc3n3cnnc23)c1	-1.7	3	-25
CCN(CC(=O)Nc1ccc2c(c1)OCCO2)C(=O)CSCC(=O)Nc1ccc(C)cc1	-0.7	38	-14
Cc1ccc(OCCCOc2cccc3cccnc23)cc1C	-2.7	21	-31
COc1cc(C)c(Cl)cc1S(=O)(=O)n1ccnc1C	-1.0	14	1
Cc1nc(-c2ccc(NC(=O)Cc3ccccc3)cc2)cs1	-0.7	0	-65
Cc1nnc(-c2cnn(C)c2N)n1CCCN(C)C	-2.7	4	-9
COc1cc(C(=O)NC2CC(C)(C)NC(C)(C)C2)cc(OC)c1OC	-1.9	1	-18
COc1ccc(NC(=O)CSc2nnc(-c3cccnc3)o2)c(OC)c1	1.0	10	-17

4 records picked at random from the list so far:
SMILES	STK33 kinase inh	OX1R antag-1	OX1R antag-2
CCN(CC(=O)Nc1ccc2c(c1)OCCO2)C(=O)CSCC(=O)Nc1ccc(C)cc1	-0.7	38	-14
CC(C)NC(=O)c1ccc(NC(=O)CC2SC(N3CCCC3)=NC2=O)cc1 (stereo not given)	-0.5	2	-10
COCCCNC(=S)N1CCN(c2ccccc2)CC1	-0.2	12	-23
Clc1ccc(-c2cn3cccnc3n2)cc1	0.1	6	-17

(listing goes on)
SMILES	STK33 kinase inh	OX1R antag-1	OX1R antag-2
Cc1ccc(-c2csc(NC(=O)c3c(C)noc3C)n2)cc1	2.0	7	-6
O=C(NN1C(=O)/C(=C\c2cccnc2)SC1=S)c1ccco1	-0.9	16	-1
CCOC(=O)c1c(C)[nH]c(C2=NNC(=Nc3ccc(OCC)cc3)SC2)c1C	-0.7	-1	-8
CCc1ccc(-c2cc(C)no2)cc1S(=O)(=O)N1CCOc2ccccc21	0.5	49*	-27
Cc1ccc([C@@H]2CC=C(C(=O)O)[C@H](c3cccc(Cl)c3)N2S(=O)(=O)c2ccc(C)cc2)cc1	-0.9	83*	11
O=C(/C(=C(\[O-])c1ccccc1)[n+]1ccc2ccccc2c1)c1ccc([N+](=O)[O-])cc1	-1.2	15	-4
O=C(O)CC/C(=C\c1ccc(Cl)c([N+](=O)[O-])c1)c1nc2ccccc2s1	nt	22	-16
CCOC(=O)C1CCCN(C(=O)C2CCN(S(=O)(=O)c3cnc[nH]3)CC2)C1 (stereo not given)	-0.2	30	-12
CCCCCC(=O)N/N=C/c1ccc(N(C)C)cc1	-0.6	28	-8
CC(=O)N1c2ccc(S(=O)(=O)N(C)CC(=O)NC(C)c3ccccc3)cc2CC1C (stereo not given)	0.0	3	-25
COc1ccc2[nH]c3c(N4CCC(O)(c5cccc(C(F)(F)F)c5)CC4)ncnc3c2c1	-1.5	13	-14
